# Bioassay records deposited in PubChem BioAssay by Fisher Drug Discovery Resource Center.
# hcGAS inh: blocks human cGAS activity. Q8N884. recombinant h-cGAS, ATP depletion, Kinase-Glo luminescence. inhibition, % at 12.5 µM. 290,000 compounds, 0.081% hits. AID 1259398;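 also: 0% = vehicle reaction and 100% = reaction without DNA for no activity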
# Target sequence (Q8N884 whole entry, looked up): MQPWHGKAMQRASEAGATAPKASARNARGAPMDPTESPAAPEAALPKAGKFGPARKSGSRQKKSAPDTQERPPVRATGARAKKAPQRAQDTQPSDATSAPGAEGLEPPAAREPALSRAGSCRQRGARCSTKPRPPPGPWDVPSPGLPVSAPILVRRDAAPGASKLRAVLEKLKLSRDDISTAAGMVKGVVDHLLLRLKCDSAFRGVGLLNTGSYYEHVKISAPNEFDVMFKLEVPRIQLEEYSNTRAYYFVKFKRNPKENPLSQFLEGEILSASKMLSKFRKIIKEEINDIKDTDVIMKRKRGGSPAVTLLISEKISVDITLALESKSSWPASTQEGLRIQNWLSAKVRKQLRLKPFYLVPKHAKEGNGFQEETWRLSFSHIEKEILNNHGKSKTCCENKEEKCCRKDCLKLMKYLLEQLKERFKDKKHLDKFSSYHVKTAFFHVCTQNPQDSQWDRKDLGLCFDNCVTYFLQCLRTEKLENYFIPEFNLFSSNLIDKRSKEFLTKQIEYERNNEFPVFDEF
# NPYLR7 ag: mosquito NPYLR7 agonism. HEK293T NPYLR7/Galpha15, GCaMP6s calcium fluorescence. activation, % at 10 µM. 270,000 compounds, 0.15% hits. AID 1259423; in the data active = activation above about 40%;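 also: 0% = vehicle and 100% = reference agonist at the receptor; some compounds past the cut are filed as inactive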
# mcGAS lum: inhibitors of mouse cGAS; Q8C6L5; recombinant cGAS, Kinase-Glo ATP depletion luminescence; inhibition, % at 12.5 µM; 160,000 compounds, 0.15% hits; AID 1259399;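 also: 0% = negative control wells and 100% = reference inhibitor with no enzyme activity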
# * hit, by the source's call; · = not tested or not shown. Rule as the data show it, unless noted: active = inhibition above about 40%; inactive = the rest.
SMILES,hcGAS inh,NPYLR7 ag,mcGAS lum
COCC(NC(=O)c1cn(Cc2c(F)cccc2F)nn1)c1ccnn1C (stereo not given),-6.7,10.8,-10.4
O=C(O)c1cc(-c2ccc3c(c2)OCO3)cc(S(=O)(=O)N2CCSCC2)c1,-7.9,14.6,-16.3
CN1CCCCC1CCOC(=O)c1ccc(-n2cccn2)cc1 (stereo not given),-8.6,9.4,·
Cn1ccc(=O)n(Cc2ccc(-n3cccn3)cc2)c1=O,-10.1,13.0,·
O=C1NCCN(C(=O)COc2ccc(Br)cc2F)C1c1ccccc1 (stereo not given),-4.0,8.1,-10.1
O=C(NCc1cccc(F)c1)C(C1CCCC1)N1CCN(C(=O)c2cccc([N+](=O)[O-])c2)CC1 (stereo not given),1.9,-2.1,·
Cc1ccc(Cc2nsc(N(CCC(=O)NCCN3CCCCC3)C(C)C)n2)cc1,-9.7,15.2,-6.2
CN1CCN(S(=O)(=O)c2ccc3ccccc3c2)CC1,-0.9,-2.4,-2.3
O=S(=O)(N1CCCCCC1)N1CC[C@@H](c2ccc3c(c2)OCO3)[C@H](O)C1,-1.9,-3.2,·
C=Cc1ccc(COc2cc(C)cc3oc(=O)c(CC(=O)OC)c(C)c23)cc1,-3.1,-8.1,-8.5
O=C(CSc1nnc(-c2ccc(Cl)s2)o1)N1CCCC1,-5.4,12.1,·
OC(CN1CCC(C(O)c2ccccc2)CC1)c1ccccc1C(F)(F)F (stereo not given),-10.9,8.3,·
Cc1ccccc1C1CCCN1C(=O)c1cccc2ccnn12 (stereo not given),0.0,-0.1,-12.1
CC(NCc1cc(Cl)c2c(c1)OCCO2)c1cccs1 (stereo not given),-10.4,0.3,-8.4
Cc1cccc(Cn2c(=O)c(C(=O)NCc3ccc(F)cc3)nn(-c3cccc(C)c3)c2=O)c1,-3.1,9.8,-4.1
CN(CC12CC3CC(CC(C3)C1)C2)C(=O)c1ccc(S(=O)(=O)N(C)C)cc1,-6.4,3.9,·
O=C(c1ccc(Cl)cc1)N1CCCC(OCc2ccc(F)c(F)c2)C1 (stereo not given),1.1,-5.3,·
N#Cc1cccc(CNCc2ccc(N3CCOCC3)cc2C(F)(F)F)c1,-7.8,1.7,·
C/C=C/CC(=O)N(C)CC1CC(=O)N(C2CCCC2)C1 (stereo not given),-9.4,·,-4.8
Cn1ncc2c(N3CCC(C(=O)NC4CCCCC4)CC3)ncnc21,-18.1,-1.1,-8.8

# Molecules above with two or more sulfur atoms, in the order listed:
SMILES,hcGAS inh,NPYLR7 ag,mcGAS lum
O=C(O)c1cc(-c2ccc3c(c2)OCO3)cc(S(=O)(=O)N2CCSCC2)c1,-7.9,14.6,-16.3
O=C(CSc1nnc(-c2ccc(Cl)s2)o1)N1CCCC1,-5.4,12.1,·

# Remaining list, next part
SMILES,hcGAS inh,NPYLR7 ag,mcGAS lum
O=C(CN1CCN(c2cccc(C(F)(F)F)c2)CC1)Nc1cccc2ccccc12,2.6,-1.3,-1.5
Cc1cccc(C2SCC(=O)N(CC(=O)NCC3CCCO3)c3c2c(-c2ccccc2)nn3-c2cccc(C)c2C)c1 (stereo not given),-4.5,21.8,-3.7
CC(=O)c1ccc(S(=O)(=O)CC(F)(F)F)cc1,-7.0,-1.6,-11.2
CN(C)S(=O)(=O)c1ccc(=O)n(CC(=O)N(C2CC2)C2CCS(=O)(=O)C2)c1 (stereo not given),-11.2,-0.9,·
Cc1ccc(N)c(C(O)c2ccccc2)c1 (stereo not given),-9.1,11.9,-14.0
O=c1ccc(-c2cccs2)nn1Cc1cccc2ccccc12,-6.8,13.4,·
O=C(NC(C(=O)NCc1ccccc1)C1CCNCC1)C1CCCC1 (stereo not given),-6.2,-1.8,·
Cc1c(C(=O)NCc2cccnc2)cc(-c2ccc(Cl)cc2)n1-c1cccc(F)c1,0.3,21.2,-3.3
CCOC(=O)c1c(NC(=O)Cn2nc([N+](=O)[O-])c(Cl)c2C)sc2c1CCC(C)C2 (stereo not given),-3.4,-2.8,-7.0
CC(=O)Nc1cccc(C(=O)N2CCN(Cc3cccc(-c4noc(-c5ccccc5)n4)c3)CC2)c1,-5.8,5.7,-8.5
CCCCCc1[nH]nc(N)c1-c1ccc2c(c1)OCO2,2.7,0.9,·
CC(C)CNC(=O)C1(C)CCCN1C(=O)c1c(Cl)cccc1Cl (stereo not given),-3.9,-8.1,-2.1
COc1cccc(C2c3[nH]c4ccccc4c3CCN2C(=O)CCc2cccs2)c1OC (stereo not given),-0.5,-5.5,·
Cc1ccc(C2(O)CCN(Cc3[nH]cc(C)c(=O)c3C)CC2)nc1,-6.8,5.6,·
COc1cccc(CN(CCN2CCOCC2)Cc2nc(C(=O)NCc3ccc(F)cc3)co2)c1,-2.3,14.4,-5.3
COC(=O)c1cc2n(n1)CCCN(C(=O)c1nnn(Cc3ccccc3)c1C)C2,-5.0,-4.9,-16.5
Fc1c(F)c(F)c(Nc2ccccc2)c(F)c1F,-1.6,0.8,-2.9
CC(C)CCNc1cc(Cl)nc(N)n1,-4.5,-9.0,·
CNc1cc(-c2ccc3ccccc3n2)c2cc[nH]c2n1,-7.9,12.4,·
CCC(C)CN(CC(=O)N(Cc1ccccc1)Cc1cccs1)S(=O)(=O)c1ccc(C(C)(C)C)cc1 (stereo not given),-8.2,·,-6.8

# 4 entries out of the list, ordered by length of the SMILES, highest first:
SMILES,hcGAS inh,NPYLR7 ag,mcGAS lum
CCC(C)CN(CC(=O)N(Cc1ccccc1)Cc1cccs1)S(=O)(=O)c1ccc(C(C)(C)C)cc1 (stereo not given),-8.2,·,-6.8
COC(=O)c1cc2n(n1)CCCN(C(=O)c1nnn(Cc3ccccc3)c1C)C2,-5.0,-4.9,-16.5
O=c1ccc(-c2cccs2)nn1Cc1cccc2ccccc12,-6.8,13.4,·
CC(=O)c1ccc(S(=O)(=O)CC(F)(F)F)cc1,-7.0,-1.6,-11.2

# The listing continues.
SMILES,hcGAS inh,NPYLR7 ag,mcGAS lum
Cc1cnc(NC(=O)CN2C(=O)NC(C)(C)C2=O)s1,-3.7,-0.9,·
COc1ccccc1CN1CCC(CN(CC(C)C)C(=O)CCSC)CC1,-6.2,-2.1,-11.0
O=C1CCC(C(=O)OCC(=O)Nc2ncc(C(F)(F)F)cc2Cl)CN1 (stereo not given),-5.7,-1.4,-8.5
COCC(C)(NC(=O)Nc1ccc(OC(C)C)cc1)c1ccccc1 (stereo not given),-6.9,5.2,-13.6
O=C(Nc1ccccc1Br)N1CCSC1c1cccc(Oc2ccccc2)c1 (stereo not given),-7.4,-2.0,-5.1
CSc1ncc(CN2CCCC(CCC(=O)Nc3ccccc3F)C2)cn1 (stereo not given),-8.9,2.4,·
COc1ccc2oc(=O)c(C(=O)Nc3ccccc3I)cc2c1,-6.7,-3.5,-4.5
Cc1nc(N2CCC(C(=O)N3CCNC(=O)C3c3cccc(F)c3)CC2)nc2ccc(C(C)C)cc12 (stereo not given),-4.8,18.5,-10.3
Cc1ccc(-c2cn3cccnc3n2)cc1NC(=O)C1CCCC1,-1.3,8.4,·
Cc1cc(C)cc(OCC(=O)NC(C)c2cc3ccccc3o2)c1 (stereo not given),2.5,1.5,0.8
CCC(NC(=O)C1=NNC(=O)CC1)c1ncccc1C (stereo not given),-1.0,1.6,·
CCC(C)N(CC(=O)N(Cc1ccc(F)cc1)Cc1cccs1)C(=O)Nc1cccc(C(F)(F)F)c1 (stereo not given),-6.7,-3.9,-5.0
CC(C)CCC1CCCCN1C(=O)NCc1nccn1C (stereo not given),3.2,-3.0,-1.4
COc1ccc(N2C(=O)CC(N3CCC(C(=O)Nc4ccccc4O)CC3)C2=O)c(OC)c1 (stereo not given),-3.2,0.9,·
CCN(CC)Cc1cnc2c(C(=O)N3C[C@@H](C)O[C@@H](C)C3)cnn2c1,-6.1,7.7,·
CC(C)(C)c1ccc(C2SCCN2C(=O)Nc2cccc(Br)c2)cc1 (stereo not given),-7.0,-2.4,-3.9
Cn1ccnc1C(NC(=O)C1CCN(S(=O)(=O)c2ccccc2F)CC1)c1ccccc1 (stereo not given),-1.1,8.9,-4.0
CCN1C(=O)NC(c2ccc(C(F)(F)F)cc2)C2=C1CN(C(C(=O)NCCc1ccccc1)C(C)C)C2=O (stereo not given),-2.4,-1.4,-2.9
CCCc1nnc(NC(=O)CN2CCC3(CCC(=O)N3C)CC2)s1,-9.8,·,-3.9
CCOc1ccccc1Nc1nnc(SC(C)C(=O)NC(=O)NC)s1 (stereo not given),-2.2,0.8,-2.3

# Structural class: the compounds so far with a nitro group on carbon (2)
SMILES,hcGAS inh,NPYLR7 ag,mcGAS lum
O=C(NCc1cccc(F)c1)C(C1CCCC1)N1CCN(C(=O)c2cccc([N+](=O)[O-])c2)CC1 (stereo not given),1.9,-2.1,·
CCOC(=O)c1c(NC(=O)Cn2nc([N+](=O)[O-])c(Cl)c2C)sc2c1CCC(C)C2 (stereo not given),-3.4,-2.8,-7.0

# (further entries)
SMILES,hcGAS inh,NPYLR7 ag,mcGAS lum
O=C(Nc1cccc(Oc2ccccc2)c1)C1CCCCC1C(=O)N1CCc2c([nH]c3ccccc23)C1 (stereo not given),-6.8,-9.9,-3.3
Cc1ccc(O)c(C(=O)N2CCCC(C(=O)N3CCCCC3)C2)c1 (stereo not given),-5.5,3.4,·
CC(=O)Nc1ccc(Nc2cc(N3CCCCCC3)c3nonc3c2[N+](=O)[O-])cc1,-7.1,-1.2,-6.8
CCN(CC)CC1CCN(c2ncc3ncnc(Nc4ccc(F)c(Cl)c4)c3n2)CC1,-3.0,-9.0,·
CCc1nc2ccc(C(=O)NCCNC(C)=O)cn2c1N(CC)Cc1ccc(OC)c(OC)c1,0.7,-4.5,0.8
COC(=O)C1=C(C)N(Cc2ccccc2)C(=O)C1(NC(=O)c1cccs1)C(F)(F)F (stereo not given),-3.9,-1.5,·
CC(C)c1cc(C2CCCN2C(=O)Cn2cc(Cl)cn2)on1 (stereo not given),-7.5,-1.3,-6.8
COCC(=O)NC[C@H]1O[C@@H](CC(=O)NCCN(C)C)[C@H](O)[C@@H]1O,-4.1,-7.5,-8.0
c1ccc(-c2nc(NCCN3CCOCC3)c3ccccc3n2)cc1,-6.7,14.1,·
CC(=NNC(=O)OC(C)(C)C)c1ccc(C)s1,2.7,-3.7,·
CCOCCn1c(=NC(=O)c2ccn(C)n2)sc2cc(C(=O)OCC)ccc21,-3.6,·,-5.5
COc1ccc(N=c2sc(C(C)=O)c(C)n2CCO)cc1,-2.7,-7.1,-5.9
COCCCNc1nc2ccccc2nc1NS(=O)(=O)c1cccc(C)c1,-1.4,-9.6,-6.5
CN(Cc1nc(-c2cccs2)no1)C1CCCc2ccccc21 (stereo not given),-10.4,5.0,·
Cc1cc(NC(=O)CSc2nncn2-c2ccccc2)c([N+](=O)[O-])cc1C,-6.0,1.9,-9.3
COC(=O)c1sc(NCCc2ccccc2C)nc1Cl,-2.8,6.3,-11.1
Cc1cc(C)n(-c2nc3c(c(=O)n2CC(=O)Nc2cccc(Cl)c2)CCC3)n1,-8.1,·,-7.8
CCOCCN1N=C(C)Cn2c1nc1c2c(=O)n(CCOCC)c(=O)n1C,-5.0,4.5,-6.2
CCCCCCCC(=O)N(CC(=O)N(CCOC)Cc1cccn1Cc1cccc(C(F)(F)F)c1)C1CC1,-11.9,·,-6.8
CCN(CC)CC(=O)Nc1cccc2c1C(=O)c1ccccc1C2=O,-5.1,6.2,-4.6
CCCSc1nsc(NC(=O)CN(C)Cc2cccc(F)c2)n1,-7.7,3.7,·
O=C(C1CCCO1)N1CCCCCC1CC(O)c1cccs1 (stereo not given),-5.1,2.5,·
COc1ccc(C2C(C(=O)OC3CCCC3)=C(C)NC3=C2C(=O)CCC3)cc1 (stereo not given),-1.3,2.4,·
Cc1cccc(-c2nnc(NC(=O)C(Cc3ccccc3)NC(=O)NC34CC5CC(CC(C5)C3)C4)s2)c1 (stereo not given),-7.9,17.7,-6.8
Cc1ccc2nc3c(n2c1)C(c1ccccc1-c1ccc(C)o1)CC(=O)NC3 (stereo not given),7.3,6.0,·
CCCCc1ccc(C(=O)N(CCc2ccccc2)C(CC)c2nc3ccccc3c(=O)n2-c2ccc(OCC)cc2)cc1 (stereo not given),-6.0,·,-3.5
CCC(NC(=O)N1CCCC(c2nc(C)no2)C1)c1cccc(Cl)c1 (stereo not given),-10.8,-1.3,·
Cc1cc(C)n(-c2ccc(CNC3CCCC3)c(C(F)(F)F)c2)n1,-4.2,4.1,·
O=S(=O)(NCCO)c1cccc2cccnc12,1.2,-0.7,·
Nc1nc(CSCc2ccco2)nc(N2CCCCC2)n1,1.6,1.0,·
O=C(N=Nc1c(O)n(CO)c2ccccc12)c1ccccc1O,-3.2,0.6,-3.1
COc1ccc(CC(=O)N2CCC(c3nc(-c4ccc(F)c(F)c4)no3)CC2)cc1,-4.2,-5.7,-5.0
CC(C)(C)n1nc2c(c1NC(=O)c1ccccc1)CS(=O)C2 (stereo not given),1.0,10.6,·
CN(C)C(=O)c1nnc2n1CCN(Cc1ccc(OC(F)(F)F)cc1)C2,-6.8,4.8,·
CCOc1ccc(N2C(=O)CSC2c2ccc(F)cc2)cc1 (stereo not given),-5.0,-7.2,-4.5
COc1ccc(CCN(C)C(=O)c2ccc(C)c(Oc3nc(Cc4ccccc4)ns3)c2)cc1OC,-3.4,-3.6,-3.9
CC(CC1CCCCC1)NCCS(=O)(=O)N(C)C (stereo not given),1.0,-2.7,·

# Compound profiles (already shown):
# Cc1ccc(N)c(C(O)c2ccccc2)c1 (stereo not given) is entered as hcGAS inh: -9.1; NPYLR7 ag: 11.9; mcGAS lum: -14.0
# Cc1ccc2nc3c(n2c1)C(c1ccccc1-c1ccc(C)o1)CC(=O)NC3 (stereo not given) is entered as hcGAS inh: 7.3; NPYLR7 ag: 6.0; mcGAS lum: ·
# COC(=O)c1sc(NCCc2ccccc2C)nc1Cl is entered as hcGAS inh: -2.8; NPYLR7 ag: 6.3; mcGAS lum: -11.1
